Assay outcomes: PubChem BioAssay, several laboratories
Calb biofilm kill = kills Candida albicans biofilms; 85,000 tested, 0.14% active; inhibition, % at 6 µM; C. albicans biofilm + clotrimazole, Alamar Blue;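 active = inhibition above 20%; inactive = inhibition below 20%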;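 note: preformed 24 hr biofilms exposed to compound for 48 hr; 0% = biofilm without compound and 100% = blank killed by clotrimazole plus chlorhexidine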
cytoskel mod = modifiers of cytoskeleton assembly | 91,000 tested, 0.18% active | inhibition, % at 2 µM | HUVEC TNFa F-actin phalloidin imaging, high content | AID 836;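 active = inhibition above the batch mean plus 3 SD and confirmed as a hit by visual image inspection, cut at about 30% in these data, passing the limit was not always enough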; note: strong numbers were not always called active
ERb coact inh = ER-beta (human) coactivator binding inhibition | Q92731 | TR-FRET ER-beta LBD / SRC1-Cy5 peptide binding; receptor agonist-loaded with 1 µM estradiol | inhibition, % at 25.6 µM | 86,000 tested, 1.3% active | AID 633;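 active = compounds whose percent inhibition of the receptor-coactivator binding signal exceeds about 50% in the single-dose screen, limit read from the data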;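 note: 0% = receptor plus peptide wells without compound and 100% = peptide-only wells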
Target sequence (Q92731 whole entry, looked up, the tested form may be a part): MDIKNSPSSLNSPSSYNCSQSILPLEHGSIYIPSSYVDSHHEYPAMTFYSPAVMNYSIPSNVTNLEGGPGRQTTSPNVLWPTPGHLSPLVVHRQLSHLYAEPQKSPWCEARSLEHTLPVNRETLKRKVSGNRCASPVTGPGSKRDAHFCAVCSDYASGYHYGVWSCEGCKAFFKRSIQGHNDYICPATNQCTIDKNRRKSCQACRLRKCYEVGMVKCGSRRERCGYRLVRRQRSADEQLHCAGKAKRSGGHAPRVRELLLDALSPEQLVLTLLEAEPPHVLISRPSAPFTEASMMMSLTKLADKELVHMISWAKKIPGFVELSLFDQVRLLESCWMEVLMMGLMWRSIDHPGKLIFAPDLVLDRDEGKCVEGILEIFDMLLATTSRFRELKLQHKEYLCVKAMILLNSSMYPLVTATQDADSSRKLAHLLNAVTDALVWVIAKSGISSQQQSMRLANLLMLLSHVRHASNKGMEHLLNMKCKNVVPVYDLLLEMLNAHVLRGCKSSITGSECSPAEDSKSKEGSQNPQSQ
VCAM1 TNFa inh = reduces TNF alpha induced VCAM1 expression in HUVEC; HUVEC TNFa-induced VCAM-1 immunofluorescence, high-content imaging; inhibition, % at 2 µM; 95,000 tested, 0.48% active;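 active = inhibition above the batch mean plus 3 SD, with images confirmed as a hit by eye, cut at about 37% in these data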;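 note: 0% = TNF-stimulated DMSO wells and 100% = unstimulated control wells; not every result past the cut was called active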
HUVEC tox IL1B = toxic to HUVEC cells under IL-1B stimulation; HUVEC cell count loss, Hoechst imaging, IL-1B stimulated; cell count reduction, % at 2 µM; 94,000 tested, 0.41% active; AID 845;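 active = cell count reduction more than 3 SD above the screen-wide mean, cut at about 70% in these data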;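 note: normalized per plate to untreated control cells as the no-loss baseline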
sEH act = activators of human soluble epoxide hydrolase. purified human sEH enzymatic activity, activator screen. activation, % at 2 µM. 91,000 tested, 0.04% active. AID 717; in the data active = activation above about 37%; note: values of inactives mirror those of a sister screen read the other way
TNFa cytotox = HUVEC cytotoxicity counter-screen, TNF alpha stimulated; HUVEC TNFalpha-stimulated, Hoechst cell count, imaging; cell count reduction, % at 2 µM; 93,000 tested, 0.17% active;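 active = cell count reduction exceeding the screen mean by over 5 SD, scaled to untreated wells per plate, cut at about 78% in these data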;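 note: cells counted after 24 h of TNF alpha exposure following the 1 h pretreatment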
sEH inhibitor = inhibitors of human soluble epoxide hydrolase; P34913; recombinant human sEH enzymatic activity assay; inhibition, % at 2 µM; 91,000 tested, 0.34% active; in the data active = inhibition above about 80%; note: values of inactives mirror those of a sister screen read the other way; many of its hits are not listed in these tables
Smad3 inh = inhibitors of human Smad3 transcription factor binding; P84022; TR-FRET Smad3/Dy647-FoxH1 peptide binding, europium anti-His; inhibition, % at 25 µM; 88,000 tested, 0.29% active;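 active = compounds that reduce the energy-transfer binding signal between the protein and its labelled peptide by more than half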;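 note: 0% = Smad3 plus labelled peptide maximal FRET and 100% = peptide-only background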
Target sequence (P84022 whole entry, looked up): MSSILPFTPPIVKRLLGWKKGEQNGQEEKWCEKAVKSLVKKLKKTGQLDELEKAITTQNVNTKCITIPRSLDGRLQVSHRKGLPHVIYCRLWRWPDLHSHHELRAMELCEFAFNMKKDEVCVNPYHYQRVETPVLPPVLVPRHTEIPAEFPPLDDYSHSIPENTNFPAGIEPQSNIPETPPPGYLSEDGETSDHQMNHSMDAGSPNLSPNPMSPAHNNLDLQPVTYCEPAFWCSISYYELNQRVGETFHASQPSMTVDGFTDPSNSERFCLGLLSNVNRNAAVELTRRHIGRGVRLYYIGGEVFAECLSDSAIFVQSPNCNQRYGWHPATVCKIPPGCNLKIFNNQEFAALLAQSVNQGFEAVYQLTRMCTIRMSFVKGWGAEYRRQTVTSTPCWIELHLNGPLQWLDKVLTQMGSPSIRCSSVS
* = called active by the depositor; / = not tested or not shown; [ ] = dose if it differs, or a comment. Some of the compounds tested; rates above refer to the full screens.

Value order: Smad3 inh	Calb biofilm kill	cytoskel mod	ERb coact inh	VCAM1 TNFa inh	HUVEC tox IL1B	TNFa cytotox	sEH act	sEH inhibitor
CCN(CC(=O)Nc1ccc2c(c1)OCCO2)c1nc(-c2cccnc2)nc2ccccc12
  0	8	2	27	-3	0	-9	-8	9
O=C(NCc1cccnc1)c1nnc(Cc2ccc(F)cc2)o1
  -11	9	-9	4	10	21	26	6	-2
CCn1cc(C(=O)OCC(=O)Nc2ccc(S(=O)(=O)N3CCCC3)cc2)c(=O)c2ccc(C)nc21
  6[fluorescence artefact?]	3	-1	5	5	40	-19	4	-2
CCC(C)NC(=O)CSc1ccc(Cl)cc1 (stereo unspecified)
  8	7	1	-5	-13	-18	-10	1	-1
CCCC(C)C(=O)Nc1nnc(C)s1 (stereo unspecified)
  4	6	-21	5	-4	-14	-13	-5	5
Cc1ccc(C(=O)CSc2nc3cccnc3n2C)cc1
  -7	-3	-10	-1	-4	4	13	25	-26
O=C(CSc1nc2ccccc2c(=O)n1CC1CCCO1)NCC1CCCO1 (stereo unspecified)
  -1	4	-8	1	4	-5	-18	-6	6
O=C(NCCc1nc2ccccc2[nH]1)Nc1ccccc1
  3	8	20	1	12	-33	-34	-4	4
COc1ccccc1CNC(=O)C(CCSC)NC(=O)C1CCC(C)CC1 (stereo unspecified)
  -8	/	4	-4[fluorescence artefact?]	4	4	10	-3	0
CCCc1cc(C(=O)N(C2CCCCC2)C2CCCCC2)no1
  -6	4	-10	-8	12	-20	3	0	2
Cc1ccc(NC(=O)C2CCN(S(=O)(=O)c3c(C)n[nH]c3C)CC2)nc1
  -5	2	6	-25[fluorescence artefact?]	18	-24	-43	/	/
COc1ccccc1N1CCN(C(=O)CSc2nc(N)cc(=O)[nH]2)CC1
  15[fluorescence artefact?]	7	/	2[fluorescence artefact?]	11	22	-14	5	-8
O=C(CSc1nc2ccccc2c(=O)n1NC(=O)c1ccccc1)c1ccccc1
  -1	-4	-52	6	-4	0	6	9	-6
Clc1cc(Br)ccc1OCCn1ccnc1
  7	-2	-7	-6[fluorescence artefact?]	15	-10	-47	15	-17
O=S(=O)(O/N=C1\CCCc2ccccc21)c1ccccc1
  9	4	3	-6	1	-2	-10	-5	3
CCCOc1ccc(C2C(=O)N(C3CCCCC3)CC(=O)N2CCC)cc1OC (stereo unspecified)
  3	7	-4	-3[fluorescence artefact?]	-23	-8	-13	-14	12
CC(C)OC(=O)c1c(NS(=O)(=O)c2ccccc2)sc2c1CCCC2
  -16	1	-2	0	24	-19	-14	-1	1
CC(C)Cn1c(N)c(C(=O)CSc2ccc3c(c2)OCCO3)c(=O)n(C)c1=O
  5	1	-10	5	1	-36	-19	4	-2
C=CCNC(=O)c1ccc(N(CC=C)S(C)(=O)=O)cc1
  12[fluorescence artefact?]	6	6	-1	1	-24	-24	27	-27
O=C(c1ccc(Br)cc1)N1CCN(S(=O)(=O)c2ccccc2)CC1
  -8	7	-6	1[fluorescence artefact?]	13	-7	5	2	-2
Oc1ccc2c(c1)oc1cc(O)ccc12
  -2	7	-2	22[fluorescence artefact?]	27	-28	-30	2	-1
CCOc1ccc(N2Cc3ccccc3C2)cc1
  4[fluorescence artefact?]	7	3	-4	-16	3	-34	-4	1
CCOC(=O)c1cnc2c(cnn2C)c1NCCCN(C)C
  /	/	0	/	6	1	-14	1	-1
CN1CCN(C(=S)NCCc2ccccc2)CC1
  /	/	-5	/	0	4	-16	-6	8
COc1ccc(N2CCN(C(=O)c3ccc(CNc4c(N5CCOCC5)c(=O)c4=O)cc3)CC2)cc1
  -1	6	4	-7	5	-21	-23	-6	6
O=C(N1CCN(c2ccccc2)CC1)C12CC3CC(CC(C3)C1)C2
  0	6	-18	-9	-12	51	1	6	-7
COc1cc2c(cc1NC(=O)COc1ccc3ccccc3c1)oc1ccccc12
  /	/	-11	/	-10	1	2	-5	7
CCCCCn1c(=O)[nH]c2c(c1=O)CCC2
  /	/	10	/	6	-13	-18	/	/
COCCNC(=O)C(c1cccc(OC)c1)N(Cc1cccs1)C(=O)Cn1nnc2ccccc21 (stereo unspecified)
  1	8	8	-3	-2	2	-20	-2	4
Cc1cc(C)c(OCC(=O)N/N=C/c2ccco2)c(C)c1
  2	-5	-4	-11	17	19	7	15	-13
CCOC(=O)c1[nH]c2ccc(C)cc2c1N=C(C)N(C)C
  -2	2	16	1	6	-18	-28	8	-7
O=C(NC1=NCCS1)C12CC3CC(C1)CC(C(=O)NC1=NCCS1)(C3)C2
  5[fluorescence artefact?]	6	-16	-6	20	-44	-21	3	-1
CN(C)C(=O)COc1ccc2ccc(=O)oc2c1
  9	3	-10	-4	1	-2	17	-6	4
COC(=O)c1cc(Br)c(=O)n(Cc2ccco2)c1
  -1	8	-17	-1	6	7	1	/	/
Cc1cc2nc(-c3ccc(SCc4ccc(C#N)cc4)nc3)[nH]c2cc1C
  /	/	-9	/	-6	-58	5	-58	59
COc1ccc(OC)c(-c2cc(C(=O)Nc3sc4c(c3C#N)CCC(C)C4)c3ccccc3n2)c1 (stereo unspecified)
  /	/	0	/	-8	20	-16	18	-20
Cn1cc(S(=O)(=O)CC(=O)N2CCCc3ccccc32)c2ccccc21
  0	-1	0	-15	9	19	-6	4	-7
CSc1ccc(-c2nnn(Cc3ccccn3)n2)cc1
  4	6	-7	-3[fluorescence artefact?]	12	-15	8	/	/
COC(=O)[C@@H](NC(=O)NCc1cccc(OC)c1)C(C)C
  7	3	-43	-6[fluorescence artefact?]	10	-8	14	-9	10
CCOC(=O)c1ccc(S(=O)(=O)N2CCN(C)CC2)cc1
  -20	0	10	17	-5	19	4	2	-2
Cc1cccc(NC(=O)c2c(C)cc(=O)oc2C)n1
  2	7	9	6[fluorescence artefact?]	9	/	-11	/	/
COc1ccc(-n2c(C)cc(C(=O)Cn3nnc4ccccc4c3=O)c2C)cc1
  -2	6	-3	-6	-20	29	-26	12	-10
COc1cccc(/C=N/n2cnc3ccccc32)c1OC
  6	4	-8	2	-18	5	-10	-4	7
Cc1noc(C)c1C(=O)OC(C(=O)NC1CCCC1)c1ccc(F)cc1 (stereo unspecified)
  -10	-1	1	-4	-13	6	40	4	-4
CCCN1C(=O)C(O)(CC(=O)c2ccc3c(c2)OCCO3)c2ccccc21 (stereo unspecified)
  13[fluorescence artefact?]	7	/	-13[fluorescence artefact?]	/	-46	/	-2	6
CC(=O)C(C)Oc1ccc2c3c(c(=O)oc2c1)CCCC3 (stereo unspecified)
  -2	3	14	19[fluorescence artefact?]	1	-12	-11	-9	8
CCCCOCCCNC1=NCCCCC1
  1	6	5	-6	17	-19	-2	7	-7
O=S(=O)(Nc1cccnc1)c1ccc2c(c1)OCCO2
  -12	1	-19	-3	12	-15	3	3	0
CSc1nc(Sc2cccc(Cl)c2)c2ccccc2n1
  /	/	31	/	-9	18	-11	0	0
CCNc1nnc(-c2ccc(C)cc2)o1
  0	7	18	-3	14	-32	-43	/	/
C=CCN(CC(=O)NCc1ccc(OC)cc1)C(=O)c1csnn1
  -18	2	12	2	16	-15	-22	-13	14
CCOc1ccc2nc(NC3=NC(c4ccc(OC)cc4)CC(=O)N3)nc(C)c2c1 (stereo unspecified)
  /	/	13	/	14	-5	-9	-10	13
Cc1nc2ccc(C(=O)O)cc2c2c1CC(C)S2 (stereo unspecified)
  9	4	-1	3	7	-12	-5	-9	11
COc1ccc(CCNC(=O)CN(C)S(=O)(=O)c2cccs2)cc1OC
  4	5	3	1	4	-3	-23	-13	12
Cc1ccc(-c2nn3c(C)nnc3s2)cc1NC(=O)C(C)C
  7	12	-4	-9[fluorescence artefact?]	13	5	-14	-4	3
Cn1c(=O)n(C)c2cc(NC(=O)CCl)ccc21
  4	3	15	4	18	-4	-33	0	-1
CC(=O)Nc1ccc(S(=O)(=O)n2nc(-c3ccc(C)cc3)nc2N)cc1
  9	6	22	4[fluorescence artefact?]	12	11	-35	-6	7
Cc1ccc(C(=O)c2c[nH]c(C(=O)NCc3cccnc3)c2)cc1
  /	/	-34	/	2	-41	-5	-5	3
O=C(NCc1ccco1)c1ccccc1NS(=O)(=O)c1ccc(Cl)s1
  14	0	-11	16	10	16	-7	8	-6
CC(C)N(Cc1nc(-c2ccc(Cl)cc2)no1)C(=O)C(c1ccccc1)c1ccccc1
  13	1	-2	-16	3	14	-18	18	-21

Part of the list above in order of SMILES length, rising:
Value order: Smad3 inh	Calb biofilm kill	cytoskel mod	ERb coact inh	VCAM1 TNFa inh	HUVEC tox IL1B	TNFa cytotox	sEH act	sEH inhibitor
COc1cccc(/C=N/n2cnc3ccccc32)c1OC
  6	4	-8	2	-18	5	-10	-4	7
Cn1cc(S(=O)(=O)CC(=O)N2CCCc3ccccc32)c2ccccc21
  0	-1	0	-15	9	19	-6	4	-7
CC(=O)Nc1ccc(S(=O)(=O)n2nc(-c3ccc(C)cc3)nc2N)cc1
  9	6	22	4[fluorescence artefact?]	12	11	-35	-6	7

(continued)
Value order: Smad3 inh	Calb biofilm kill	cytoskel mod	ERb coact inh	VCAM1 TNFa inh	HUVEC tox IL1B	TNFa cytotox	sEH act	sEH inhibitor
O=C(Nc1cccnc1Cl)c1cccnc1Cl
  4	1	-2	0	13	5	9	1	-4
COc1nc(C)ccc1-c1noc(-c2ccncc2)n1
  -19	7	13	-4[fluorescence artefact?]	2	-85	-13	6	-12
O=C(/C=C/c1c(Cl)cccc1Cl)n1cccn1
  -25	7	22	13[fluorescence artefact?]	5	-12	-47	7	-5
CCOC(=O)N1CCN(C(=O)C2CCN(S(=O)(=O)N3CCCC3)CC2)CC1
  3	-1	/	-4	13	-4	12	8	-6
Oc1csc(Cc2nc(-c3ccc4ccccc4c3)cs2)n1
  /	/	-29	/	30	-27	-5	-11	12
CCOc1ccc2c(O)csc2c1
  -17	1	22	24[fluorescence artefact?]	10	4	-12	15	-11
CC1CCCN(C(=O)C(C)Sc2nc(-c3ccccc3)cc(C(F)(F)F)n2)C1 (stereo unspecified)
  -7	4	-2	8	-2	-4	-7	0	0
CCS(=O)(=O)N1CCCC(C(=O)NCCCOC(C)C)C1 (stereo unspecified)
  -6	7	-15	-5	0	12	-4	10	-8
Cn1c(C(=O)N2CCN(C(=O)c3ccco3)CC2)cc2c(=O)n3ccccc3nc21
  3	-1	0	-19	-14	6	11	11	-8
O=C(c1cccs1)N(Cc1nc2sc3c(c2c(=O)[nH]1)CCCC3)C1CCCC1
  -2	7	/	3	4	-28	-11	-11	12
Cc1nc2ccc(S(=O)(=O)NC(C(=O)N3CCCC3)C(C)C)cc2s1 (stereo unspecified)
  1	6	-10	-11	15	-22	-21	3	-3
COc1ccc(NC(=O)c2cnc(C)cn2)cc1-n1cnnn1
  /	/	-22	/	-2	-19	-17	-9	10
C=CCS/C(=N\n1cnc2ccccc2c1=O)N(CC)CC
  8	-4	/	-7	28	-3	-9	8	-13
NS(=O)(=O)c1ccc(CCNC(=O)NC2(C(F)(F)F)Oc3ccccc3O2)cc1
  32[fluorescence artefact?]	1	-8	13[fluorescence artefact?]	15	7	-3	-12	11
COC(=O)CC1COc2ccccc2N1C(=O)c1ccc(Cl)cc1 (stereo unspecified)
  /	/	17	/	6	-10	-14	-3	2
COc1ccc(N2CCN(CC(=O)N3CCC(C)CC3)CC2)cc1
  7	7	-2	-3[fluorescence artefact?]	-3	4	5	-8	10
COc1ccc2[nH]c(=O)c(CN(Cc3ccco3)C(=O)c3ccccc3)cc2c1
  11	-1	1	0	16	-22	-42	-2	0
O=C1C2=C(Nc3ccccc3SC2c2ccco2)c2ccccc21 (stereo unspecified)
  -5	/	/	1	15	5	-30	3	-2
NC(=O)C1CCN(C(=O)c2ccc(NC3=NC4CS(=O)(=O)CC4S3)cc2)CC1 (stereo unspecified)
  /	/	-6	/	-1	16	-27	/	/
COc1ccc(C(C(=O)NCc2ccccc2)N(Cc2cccs2)C(=O)c2cnccn2)cc1 (stereo unspecified)
  /	/	16	/	3	2	8	19	-16
